TRb-SRC2 inh = inhibitors of human thyroid hormone receptor beta-SRC2 interaction; TRbeta-SRC2 peptide binding, fluorescence polarization; receptor liganded with 1 µM T3; AID 1469; 0.065% of 280,000 active; P10828; Potency, µM (highest dose often 106 µM), for the others: at the highest dose activity change, negative = inhibition, most hits filed as inhibitors;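 further: plate controls were bound peptide for no effect and peptide without receptor for full effect; nearly all actives have a fitted effect of over 50% in size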
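Binding of a 20-amino-acid Texas Red SRC2 peptide (20 nM) to TRb ligand-binding domain (0.6 uM) with agonist T3 at 1 uM was followed by fluorescence polarization after a 5 hr room-temperature incubation.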
TexasRed fluor = counter-screen for TRb-SRC2 inhibitors: fluorescence interference; TRb/SRC2 Texas Red total fluorescence interference; Potency, µM (highest dose often 106 µM), inactives show at the top dose fluorescence change, negative = quenching; 0.29% of 280,000 active; AID 1479; active means well fitted curve in either direction with a large enough effect; inconclusive means small, poorly fitted or top-dose-only effect
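Flags fluorescent or light-absorbing compounds by total fluorescence, S + 2P, at 555 nm excitation and 632 nm emission. Mixture: 20 nM Texas Red SRC2 peptide, 0.6 uM human TRb LBD, 1 uM T3, 5% DMSO; compound exposure 5 h at ambient temperature.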
GAA inh = inhibitors of human lysosomal alpha-glucosidase | purified human GAA, 4-MU-alpha-glucoside fluorescence | Potency, µM (highest dose often 76.9 µM), without a hit: at the top dose activity change, negative = inhibition, hits mostly inhibitors | P10253 | 0.005% of 200,000 active;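 further: plate controls were uninhibited enzyme wells for no effect and no-enzyme background for full effect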
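Human alpha-glucosidase, 4 nM, pre-mixed with test compounds before 400 uM 4-methylumbelliferyl substrate; 20 min room temperature at pH 5.0. Fluorescence read after pH 10 stop; AC50 values from Hill-equation fits.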
GAA glycogen mod = inhibitors or activators of human alpha-glucosidase glycogen cleavage; Potency, µM (top dose mostly 76.4 µM), for the others: at the highest dose activity change, negative = inhibition, actives largely listed as inhibitors; P10253; recombinant GAA, glycogen substrate, Amplex Red glucose oxidase fluorescence; 0.38% of 300,000 active;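 further: 0% = full enzyme reaction and -100% = no-enzyme basal signal; the screen sought inhibitors and activators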
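qHTS, 1536-well; enzyme 4 nM final; cpd up to 77 uM; substrate bovine liver glycogen 30 ug; 50 mM citrate/phosphate pH 5.0, 0.01% Tween-20; 37 C, 40 min; Amplex Red detection 45 min RT; Hill fit → AC50.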
L3MBTL1 block = blocks human L3MBTL1. Q9Y468. AlphaScreen L3MBTL1–H3K9me1 peptide binding. Potency, µM (doses to about 57.1 µM), inactives show top-dose activity, negative = inhibition, hits mostly inhibitors. 0.66% of 230,000 active. AID 485360; further: nearly all actives have a fitted effect of over 60% in size
Target sequence (Q9Y468 whole entry, looked up): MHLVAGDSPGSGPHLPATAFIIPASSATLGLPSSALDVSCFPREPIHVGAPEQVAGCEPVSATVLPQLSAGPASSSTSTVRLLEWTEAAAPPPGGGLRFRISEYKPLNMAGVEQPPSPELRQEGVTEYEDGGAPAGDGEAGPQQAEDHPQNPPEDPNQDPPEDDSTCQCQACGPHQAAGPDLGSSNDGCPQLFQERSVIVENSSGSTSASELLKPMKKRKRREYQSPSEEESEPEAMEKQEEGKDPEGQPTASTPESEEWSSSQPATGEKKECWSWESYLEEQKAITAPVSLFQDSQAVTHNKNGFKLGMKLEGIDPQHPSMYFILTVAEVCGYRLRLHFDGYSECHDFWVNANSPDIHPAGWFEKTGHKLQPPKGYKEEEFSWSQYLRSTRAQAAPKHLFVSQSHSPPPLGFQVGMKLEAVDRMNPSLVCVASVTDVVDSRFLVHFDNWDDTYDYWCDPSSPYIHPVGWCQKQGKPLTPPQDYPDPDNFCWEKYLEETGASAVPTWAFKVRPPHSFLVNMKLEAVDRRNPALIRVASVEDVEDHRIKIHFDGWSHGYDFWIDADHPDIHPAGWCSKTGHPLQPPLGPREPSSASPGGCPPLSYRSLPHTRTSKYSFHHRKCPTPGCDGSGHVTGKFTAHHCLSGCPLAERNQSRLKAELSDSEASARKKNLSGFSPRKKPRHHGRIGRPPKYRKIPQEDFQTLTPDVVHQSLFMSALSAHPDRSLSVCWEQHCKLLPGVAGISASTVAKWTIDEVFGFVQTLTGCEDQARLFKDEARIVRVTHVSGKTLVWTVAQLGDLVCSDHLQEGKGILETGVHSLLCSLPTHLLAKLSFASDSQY
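AlphaScreen proximity signal between nickel-chelate acceptor and streptavidin donor beads (final 10 ug/mL) reports binding of 50 nM L3MBTL1 to 75 nM biotin-H3 K9me1 peptide; complex incubated with compounds 30 min at room temperature; cefsulodin titration as control.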
GoLoco inh red = inhibitors of human Gai1-RGS12 GoLoco interaction (red fluorophore); P63096; Gai1:RGS12 GoLoco peptide FP, rhodamine, 10 min; Potency, µM (titrated, usually from 61.6 µM), inactives show at the highest dose activity, negative = inhibition, most hits filed as inhibitors; 0.44% of 230,000 active; active means well fitted inhibition curve with a large enough effect, not every such curve was filed as active; inactive means no such curve, though single readings can be large or run the other way; further: nearly all actives have a fitted effect of over 30% in size; many of its hits are not listed in these tables
RECQ1 helicase = RECQ1 (human) helicase inhibition; RECQ1 DNA unwinding, red fluorescence kinetic read; Potency, µM (titrated, usually from 57.3 µM), for the others: at the highest dose activity, negative = inhibition, most hits filed as inhibitors; 0.54% of 240,000 active;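 further: plate controls were vehicle for no effect and no enzyme for full effect; nearly all actives have a fitted effect of over 30% in size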
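RECQ1T1 50 nM; forked duplex (20 bp + 30-nt ss tails) 200 nM, ATP 2 mM final; pH 8.0, 2 mM MgCl2, 2.5 ug/ml poly(dI-dC); 15 min compound preincubation; discontinuous kinetic read over 2 h at RT.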
aGlu spleen mod = inhibitors or activators of human alpha-glucosidase in spleen homogenate. P10253. human spleen homogenate, 4-MU-alpha-glucoside fluorescence. Potency, µM (titrated, usually from 79.9 µM), for inactives: top-dose activity change, negative = inhibition, actives largely listed as inhibitors. 0.006% of 240,000 active. AID 2112;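 further: 0% = enzyme with vehicle and -100% = no enzyme basal signal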
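AC50 values come from Hill-equation fits of concentration-response data, normalized to no-enzyme and full-activity controls. Enzyme source: 1 ug human spleen homogenate; 1 mM fluorogenic 4-MU glucoside, pH 5.0 citrate buffer, 37 C, 40 min.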
Starred values were filed as active, the others as inactive; i = inactive; ? = inconclusive; / = no result given; & = joins results of further samples; [ ] = dose if it differs, or a comment. Unless noted, the call rests on the fitted dose curve; in most records, active means well fitted curve in the direction sought with a large enough effect; inconclusive means small, poorly fitted or top-dose-only effect, or another doubt; inactive means no such curve, though single readings can be large; an effect the other way counts as inactive or inconclusive. Unless noted, on the % scale 0 is the no-effect control and ±100 the full control effect; potency means the concentration at half of the fitted maximal effect.

The opening eight entries, ahead of the listing:
smiles,TRb-SRC2 inh,TexasRed fluor,GAA inh,GAA glycogen mod,L3MBTL1 block,GoLoco inh red,RECQ1 helicase,aGlu spleen mod
Cc1nc2ccccc2c2oc(C(=O)NCCN3CCCCC3C)cc12 (stereo not drawn),2%,0%,3%,-3%,12%,-1%,11%,2%
C=CCC1(c2ccccc2)Oc2ccccc2-c2nc3cc(Cl)c(Cl)cc3nc21 (stereo not drawn),5%&4%[11.2 µM],1%&2%[11.2 µM],/,/,/,/,19%&5%[11.5 µM],-2%&1%[17.4 µM]
COC(=O)c1cccc(Nc2ncnc3ccc(C)cc23)c1,8%,-1%,-5%,-10%,/,10%,-2%,3%
CCSc1nnc(NC(=O)CSc2nnc(CNC(=O)c3ccc(OC)c(OC)c3)o2)s1,-2%,0%,-10%,7%,-2%,16%,-6%,-4%
CCCC(C)C(=O)OCC(=O)Nc1ccc(Br)cc1 (stereo not drawn),-3%,-1%,-5%,-2%,/,-28%,-1%,3%
Cc1ccccc1-n1c(C)c(C#N)c(=O)c(-[n+]2ccccc2)c1[S-],-4%,-2%,9%,-7%,-1%,12%,-3%,-2%
O=C(C1CCN(C2CCN(Cc3ccc4cc(F)ccc4n3)CC2)CC1)N1CCCC1,-2%,-1%,?,16%,4%,4%,0%,1%
CC1CCCCC1NC(=O)CCCCCn1c(=S)[nH]c2ccccc2c1=O (stereo not drawn),-5%,2%,?,28%,-1%,0%,i,-12%

Main list, from the first entry:
smiles,TRb-SRC2 inh,TexasRed fluor,GAA inh,GAA glycogen mod,L3MBTL1 block,GoLoco inh red,RECQ1 helicase,aGlu spleen mod
Cc1nc2ccccc2c2oc(C(=O)NCCN3CCCCC3C)cc12 (stereo not drawn),2%,0%,3%,-3%,12%,-1%,11%,2%
C=CCC1(c2ccccc2)Oc2ccccc2-c2nc3cc(Cl)c(Cl)cc3nc21 (stereo not drawn),5%&4%[11.2 µM],1%&2%[11.2 µM],/,/,/,/,19%&5%[11.5 µM],-2%&1%[17.4 µM]
COC(=O)c1cccc(Nc2ncnc3ccc(C)cc23)c1,8%,-1%,-5%,-10%,/,10%,-2%,3%
CCSc1nnc(NC(=O)CSc2nnc(CNC(=O)c3ccc(OC)c(OC)c3)o2)s1,-2%,0%,-10%,7%,-2%,16%,-6%,-4%
CCCC(C)C(=O)OCC(=O)Nc1ccc(Br)cc1 (stereo not drawn),-3%,-1%,-5%,-2%,/,-28%,-1%,3%
Cc1ccccc1-n1c(C)c(C#N)c(=O)c(-[n+]2ccccc2)c1[S-],-4%,-2%,9%,-7%,-1%,12%,-3%,-2%
O=C(C1CCN(C2CCN(Cc3ccc4cc(F)ccc4n3)CC2)CC1)N1CCCC1,-2%,-1%,?,16%,4%,4%,0%,1%
CC1CCCCC1NC(=O)CCCCCn1c(=S)[nH]c2ccccc2c1=O (stereo not drawn),-5%,2%,?,28%,-1%,0%,i,-12%
CC(C)(C)n1nnnc1C(c1ccc(C(F)(F)F)cc1)N(Cc1ccc(F)cc1)Cc1ccco1 (stereo not drawn),7%,-1%,?,-1%,19%[11.4 µM],5%,4%,1%
COc1ccc(Br)cc1/C=C/C(=O)Nc1c(C)cccc1C,-3%,-3%,6%,-2%,3%,-2%,i,-20%
Cc1ccc(S(=O)(=O)c2cc3c(=O)n4cc(C)ccc4nc3n(CC3CCCO3)c2=N)cc1 (stereo not drawn),-1%,-1%,-1%,6%,-8%,8%,-2%,9%
CCOc1ccccc1NC(=O)NCCC1=CCCCC1,11%,2%,?,-1%,5%,8%,i,5%
COc1ccc2oc(=O)c(/C(C)=N/Nc3ccccc3)cc2c1,6%,-2%,3%,10%,/,1%,i,-1%
O=C(O)CC(c1cccc([N+](=O)[O-])c1)N1Cc2ccccc2C1=O (stereo not drawn),-6%,2%,/,1%,-2%,-6%,i,2%
CCOc1cc2[nH]c(=S)n(CCCN3CCCC3=O)c(=O)c2cc1OCC,-4%,-4%,7%,-14%,-2%[11.4 µM],-15%,-12%,-2%
COC(=O)CC1SC(=O)NC1=Nc1cccc(C)c1 (stereo not drawn),1%,1%,0%,-3%,/,-1%,-5%,7%
Nc1ccc2c(c1)Cc1cc([N+](=O)[O-])ccc1-2,2%,-3%,4%,-15%,0%,44%[activator],-10%,-8%
COCCSc1nnc(NS(=O)(=O)c2ccccc2)s1,6%,0%,-17%,-8%,10%,26%,i,3%
CSc1ccc(Cl)c(C(=O)OCC(=O)N(C)CCC#N)c1,7%,6%,4%,5%,-4%,4%,-3%,5%
CC12CCC(c3c(C(=O)O)nn(-c4ccc(F)cc4)c31)C2(C)C (stereo not drawn),-3%,-3%,-6%,7%,/,3%,-6%,-1%
CCOc1cc(/C=N/N=C2/NC(=O)C(CC(=O)O)S2)ccc1OCc1ccc(Cl)cc1 (stereo not drawn),2%,-4%,-3%,5%,?,8%,i,4%
Cc1nc2nc(COc3ccccc3)[nH]n2c(=O)c1Cc1ccccc1,14%,0%,4%,-5%,0%,6%,5%,-3%
COc1ccc(-c2nc(CN(Cc3cnn(C)c3)C(C)C)c(C)o2)c(OC)c1,1%[53 µM],-1%[53 µM],?,18%,4%,18%,10%,2%
CCOC(=O)C(CC)/C(C)=N\NC(=O)c1ccccc1O (stereo not drawn),3%,4%,-2%,?,1%,28%,?,-3%
COc1ccccc1-n1c(CNC(=O)c2ccco2)nnc1SCC(=O)Nc1cc(C)ccc1C,0%,0%,1%,-5%,5%,-3%,-3%,-17%
C[C@@H](C(=O)Nc1ccc2ccccc2c1)[C@@H]1C[C@@]1(C)[C@@H](NC(=O)c1ccccc1)c1ccccc1,0%&3%,-2%&-6%,5%,4%,-6%,12%&6%,2%&-7%,4%&-1%
S=C(c1cn(CCOc2cccc3ccccc23)c2ccccc12)N1CCCC1,0%,3%,-7%,-5%,-14%,22%,-11%,8%
CCOC(=O)c1ccc(S(=O)(=O)Nc2cc(C(=O)O)ccc2Cl)cc1,-9%,-1%,4%,-5%,-11%,3%,i,2%
O=C(c1ccccc1)N1CCC(c2nc3c(nnn3Cc3ccccc3Cl)c(=O)[nH]2)CC1,-5%,-5%,13%,-12%,/,-1%,-16%,1%
CCOC(=O)c1cnc(-n2nc(C)cc2C)nc1Nc1cccc(C(=O)O)c1,2%,0%,1%,4%,11%,0%,?,-1%

More compounds follow.
Key to letters: A = TRb-SRC2 inh; B = TexasRed fluor; C = GAA inh; D = GAA glycogen mod; E = L3MBTL1 block; F = GoLoco inh red; G = RECQ1 helicase; H = aGlu spleen mod
molecule: O=C(CCc1ccccc1)NCc1ccccn1
  A: -17%	B: 4%	C: -3%	D: 7%	E: -4%	F: 12%	G: -9%	H: 9%
molecule: O=C1c2ccccc2C(=O)N1CCCP(=O)(O)CCc1ccccc1
  A: 3%	B: 3%	C: -2%	D: -11%	E: /	F: 6%	G: -10%	H: 0%
molecule: Cc1ccc(/C=C2\SC(=S)N(CC(=O)Nc3cccnc3)C2=O)cc1
  A: 0%	B: -1%	C: 2%	D: -1%	E: /	F: 9%	G: -8%	H: 2%
molecule: CCN(CC)CCCNCC(=O)Nc1cc(C)on1
  A: -4%	B: 0%	C: 5%	D: 25%	E: 11%	F: 1%	G: i	H: -3%
molecule: O=[N+]([O-])c1ccc2nc(-c3ccccc3)[nH]c2c1
  A: 15%	B: -9%	C: -2%	D: 11%	E: 4%	F: 1%	G: -11%	H: -5%
molecule: N#C/C(=C/c1cn[nH]c1-c1ccc(Br)cc1)C(=O)O
  A: 14%	B: 1%	C: -1%	D: 1%	E: /	F: 4%	G: -2%	H: -3%
molecule: CCOc1ccc(N2C(=O)CC(n3ccc(C)n3)C2=O)cc1 (stereo not drawn)
  A: -3%	B: -2%	C: 1%	D: -3%	E: 8%	F: 6%	G: -9%	H: -2%
molecule: O=C(CN1C(=O)NC2(CCCCC2)C1=O)NCc1ccc2c(c1)OCO2
  A: -9%	B: 1%	C: -2%	D: 8%	E: /	F: 7%	G: i	H: -2%
molecule: O=C(CSc1n[nH]c(=O)[nH]c1=O)NC1CC1
  A: -5%	B: -1%	C: -5%	D: 10%	E: 0%	F: -8%	G: ?	H: -1%
molecule: COc1cc(C(=O)N2CCN(C/C=C/c3ccccc3)CC2)cc(OC)c1C
  A: 11%	B: 1%	C: -8%	D: -7%	E: /	F: 12%	G: -1%	H: -12%
molecule: Cc1cccc(OCc2nnc(N)s2)c1
  A: 0%	B: -7%	C: 2%	D: -9%	E: /	F: -10%	G: i	H: 0%
molecule: Cc1cc(C)nc(NS(=O)(=O)c2ccc(NS(=O)(=O)c3ccsc3)cc2)n1
  A: 2%	B: -4%	C: /	D: 2%	E: /	F: 2%	G: i	H: 3%
molecule: CCOC(=O)C1=NN(C(=O)COc2ccccc2)C(O)(c2ccc(Br)cc2)C1 (stereo not drawn)
  A: 4%	B: 0%	C: -11%	D: ?	E: -16%	F: 6%	G: i	H: -11%
molecule: Cc1cc(C)nc(N2CCC(C(=O)N3CCN(c4cc(Cl)ccc4C)CC3)CC2)n1
  A: -7%	B: -3%	C: ?	D: -5%	E: -9%	F: 0%	G: -19%	H: -8%
molecule: C[n+]1cc(C(=O)N2CCCCC2)ccc1/C=C/c1c[nH]c2ccccc12
  A: -3%	B: -1%	C: -9%	D: -3%	E: 5%	F: 126%[activator]	G: ?	H: 2%
molecule: Cc1ccc(N2C(=O)CC3(CCCC3)CC2=O)cc1
  A: -1%	B: -2%	C: /	D: 4%	E: 6%	F: 4%	G: 11%	H: 2%
molecule: O=C(Nc1nc2c(ccc3ccccc32)s1)c1cc([N+](=O)[O-])ccc1N1CCOCC1
  A: 0%	B: -4%	C: -24%	D: -8%	E: ?	F: 1%	G: i	H: -10%
molecule: c1ccc(Oc2cnc3ccccc3n2)cc1
  A: -2%	B: 0%	C: 0%	D: -6%	E: 7%	F: 8%	G: -1%	H: -2%
molecule: COc1ccc(-c2nc(C#N)c(N3CCCCCC3)o2)cc1
  A: -6%	B: 0%	C: -1%	D: -12%	E: ?	F: -37%	G: 7%	H: 1%

Assay outcomes (PubChem)

An excerpt; count on the stated rates, not on these rows.
